UBC13 polyUb: inhibitors of human UBC13 polyubiquitin chain formation; TR-FRET; inhibition, % at 20 µM; 0.47% of 330,000 active; in the data active = inhibition above about 45%, passing the limit was not always enough; inconclusive = no clear call, values can overlap the other calls
Target sequence (P61088 whole entry, looked up): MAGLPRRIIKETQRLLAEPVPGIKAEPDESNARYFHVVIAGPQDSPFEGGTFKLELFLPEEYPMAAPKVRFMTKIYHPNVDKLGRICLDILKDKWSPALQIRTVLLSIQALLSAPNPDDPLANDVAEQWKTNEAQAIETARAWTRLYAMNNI
Gli-Sufu antag: antagonists of Gli-Sufu signaling; Sufu-KO-LIGHT fibroblasts, Gli luciferase reporter luminescence; inhibition, % at 5 µM; 0.74% of 340,000 active;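 active = inhibition above about 55%, limit read from the data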;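 also: 0% = DMSO-treated cells and 100% = wells with medium but no cells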
ATG4B inh: inhibitors of human ATG4B cysteine protease; 0.51% of 340,000 active; inhibition, % at 8.33 µM; ATG4B cleavage of LC3-PLA2, NBD-HPC fluorescence, 1 h; in the data active = inhibition above about 40%
APJ antag: blocks the human apelin receptor APJ | P35414 | CHO-K1 APJ beta-arrestin complementation, luminescence | inhibition, % at 20 µM | 0.32% of 330,000 active;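 active = inhibition above about 40% at 20 µM, limit read from the data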;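 also: cells challenged with 10 nM apelin-13 agonist together with compound; plate controls were apelin-13 plus DMSO wells for no effect and DMSO wells lacking apelin-13 for full effect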
EBI2 antag: antagonists of human EBI2 receptor; inhibition, % at 5 µM; AID 651636; 0.81% of 360,000 active; EBI2 beta-arrestin recruitment, luminescence, 7a,25-OHC stimulated; in the data active = inhibition above about 38%;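 also: enzyme fragment complementation signal reports receptor beta-arrestin coupling in cells; 0% = agonist plus DMSO wells and 100% = wells without agonist; some results beyond the cut were filed as inactive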
CCR6 antagonist: antagonists of human CCR6 receptor | P51684 | CHO-K1 CCR6 PathHunter beta-arrestin, luminescence, CCL20-stimulated | inhibition, % at 20 µM | 0.49% of 340,000 active | AID 493098;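 active = compounds whose inhibition of the agonist-driven luminescence signal at 20 µM reaches about 50%, limit read from the data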;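 also: cells stimulated with CCL20 at 14 nM final; plate controls were DMSO with CCL20 for no effect and DMSO without agonist for full effect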
Target sequence (P51684 whole entry, looked up): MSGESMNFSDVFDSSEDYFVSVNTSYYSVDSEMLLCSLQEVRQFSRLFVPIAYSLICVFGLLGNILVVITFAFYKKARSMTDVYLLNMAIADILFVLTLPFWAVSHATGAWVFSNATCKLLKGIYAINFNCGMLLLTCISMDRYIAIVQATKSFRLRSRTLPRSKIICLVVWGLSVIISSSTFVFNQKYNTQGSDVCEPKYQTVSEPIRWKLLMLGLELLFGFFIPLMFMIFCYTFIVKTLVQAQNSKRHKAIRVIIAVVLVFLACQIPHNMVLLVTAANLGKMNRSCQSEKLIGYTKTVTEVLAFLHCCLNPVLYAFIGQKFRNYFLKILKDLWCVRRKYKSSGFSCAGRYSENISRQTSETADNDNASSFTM
CXCR6 inh: blocks human CXCR6 beta-arrestin recruitment; CHO-K1 PathHunter CXCR6 beta-arrestin, luminescence; 0.36% of 360,000 active; AID 602244; inhibition, % at 20 µM; in the data active = inhibition above about 34%, passing the limit was not always enough;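 also: antagonist mode with CXCL16 agonist at 10 nM final; 0% = 10 nM CXCL16 with DMSO and 100% = unstimulated wells without agonist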
Target sequence (O00574 whole entry, looked up): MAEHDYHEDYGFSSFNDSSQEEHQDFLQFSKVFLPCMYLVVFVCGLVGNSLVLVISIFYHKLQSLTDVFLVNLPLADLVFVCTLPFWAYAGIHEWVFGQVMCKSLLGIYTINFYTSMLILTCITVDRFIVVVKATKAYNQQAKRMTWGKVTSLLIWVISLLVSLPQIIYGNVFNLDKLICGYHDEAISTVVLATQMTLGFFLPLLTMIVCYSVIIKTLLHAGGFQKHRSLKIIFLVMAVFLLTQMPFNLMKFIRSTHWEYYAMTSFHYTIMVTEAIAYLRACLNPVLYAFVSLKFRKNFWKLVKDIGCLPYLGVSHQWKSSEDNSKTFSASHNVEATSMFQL
APJ agonist: APJ receptor agonism; activation, % at 20 µM; 0.11% of 330,000 active; CHO-K1 APJ PathHunter beta-arrestin, luminescence; 0% DMSO wells, 100% apelin; P35414;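 active = activation more than six SD over the plate average, tested at 20 µM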;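 also: 0% = DMSO alone and 100% = apelin-13 at 10 nM; some results filed as inactive read as strong as hits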
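Assay system – PathHunter CHO-K1 APJ (AGTRL-1) beta-arrestin reporter cells · Compound – one dose, 20 µM compound, 1% DMSO · Timing – compound 90 min 25 °C, reagent 1 h · Measured by – luminescence from split beta-galactosidase complementation, Galacton Star/Emerald II substrate · Measure – beta-arrestin recruitment to APJ as agonist activity, luminescent signal · Benchmarks – DMSO vs Apelin-13 10 nM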
Active calls of the source: *; ? = inconclusive; . = no result given. Compounds were not picked by outcome. About 3% of those tested had a hit in this group.

compound	UBC13 polyUb	Gli-Sufu antag	ATG4B inh	APJ antag	EBI2 antag	CCR6 antagonist	CXCR6 inh	APJ agonist
CC(C)C[C@H]1CN=C(N(C)C)N1CCCCc1ccccc1	15	61*	5	-34	-6	4	6	-6
Nc1nnc(SCC(=O)NNC(=O)c2ccccc2F)s1	6	-8	3	7	1	0	0	-3
COCCOC(=O)c1c(C)oc2ccc(OCc3cc(C(=O)OC)oc3C)cc12	8	-10	-14	9	10	3	10	-1
c1ccc2[nH]c(CN3CCN(c4ncnc5c4oc4ccccc45)CC3)nc2c1	5	15	-13	10	19	-7	-7	2
CCCCn1c(Nc2ccc(OC)cc2)nc2ccccc21	-1	12	-1	-6	-1	13	-8	-5
COc1ccc(CNC(=O)C2CCN(C(=O)c3ccc(F)cc3)CC2)cc1OC	18	-2	-43	28	1	-4	6	0
CCn1c(/N=C/c2ccccc2O)nc2ccccc21	7	-9	2	3	19	4	-6	1
O=c1c2ccccc2c(C=Nc2ccccc2O)c(O)n1-c1nccs1	-13	2	-15	5	-2	18	1	-2
COc1ccc(-c2nn(-c3ccccc3)cc2/C=N/Nc2cccc(C(=O)O)c2)cc1	.	-15	16	.	9	3	-6	.
CCCCCCn1c(N2CCC(C(N)=O)CC2)nc2c1c(=O)n(C)c(=O)n2C	-5	4	-6	4	9	-22	2	-4
CCN(C(=O)CN1C(=O)COc2ccc(S(=O)(=O)N3CCOCC3)cc21)c1ccc(OC)cc1	-2	52	-1	1	-3	26	-8	1
CCN(CC)S(=O)(=O)c1ccc(C(=O)OCC(=O)NCCN2C(=O)CSC2=O)cc1	-3	-2	-5	-16	-15	-6	3	-2
O=C(O)C1CCN(C(=O)CSc2nc3ccccc3c(=O)n2-c2ccc(Cl)cc2)CC1	-7	13	-1	-22	-7	7	0	4
O=C(c1ccccc1)N1CCC(O)(c2cccnc2)CC1	8	23	3	0	-1	-7	-9	-2
COc1cccc(C(=O)CN2C(=O)C(C)(C)Oc3ccc(C(=O)N4CCCCCC4)cc32)c1	-2	0	-8	-1	-4	5	0	-3
COc1ccc(S(=O)(=O)Nc2cc3c(cc2C(C)=O)OCO3)cc1	-12	-4	-1	11	5	5	-2	-2
CCOc1ccc(S(=O)(=O)N2CCC(C(=O)NC3CC3)CC2)cc1C	3	-8	-3	-9	0	8	2	1
CCOc1ccc(N=C2NC(=O)C(CC(=O)O)S2)cc1 (configuration not stated)	-2	9	-1	2	-12	-5	-15	-4
CC(C)OCCCN1CN(S(=O)(=O)c2cccs2)c2nc3ccccc3nc21	-4	-13	-8	-8	.	10	.	-1
C[C@]12CC[C@H](OC(=O)CCC(=O)O)CC1=CCC1C2CC[C@@]2(C)C1CC[C@@H]2N (some centres not stated)	10	8	5	8	-1	0	-1	-7
N#Cc1cccnc1N1CCN(C(=O)c2cccc3c2C(=O)c2ccc(-c4ccc(F)cc4OCc4ccccc4)cc2S3(=O)=O)CC1	-17	4	-9	-8	-2	5	-5	-3
CCN(CC)S(=O)(=O)c1ccc(/C=C/C(=O)Nc2ccc(N3CCOCC3)cc2)cc1	-17	7	3	-6	0	6	8	-1
CC(C)N(Cc1cn(C)nc1-c1cccc(Cl)c1)CC1CCC(=O)N1 (configuration not stated)	-4	4	-7	-21	2	5	6	-1
Cc1ccc(NC(=O)CCC(=O)NNC(=O)/C=C/C(=O)O)c(C)c1	9	-5	0	-8	-4	-10	3	2
CN(C)CCO[C@@H](c1ccc(Cl)cc1)c1ccccn1	-3	-3	1	10	8	9	-4	-2
O=C1OC(c2ccccc2)=N/C1=C\N1CCCCC1	-7	-66	-2	-2	6	12	1	5
Cc1cccc2cc(C#N)c(NCCNS(=O)(=O)c3ccc4c(c3)OCCO4)nc12	1	16	-22	-14	1	21	-10	0
c1csc(-c2cc(N3CCCCC3)c3ccccc3n2)c1	22	8	1	-9	-49	25	2	1
O=C(c1cnc2c(c1)COc1ccc(Cl)cc1-2)c1ccccc1O	0	4	20	1	-1	-11	-2	-5
O=C(CSc1nnc(CSc2nc3ccccc3s2)o1)NC1CCCCC1	7	8	0	9	2	4	13	-5
COc1ccccc1N1C(=O)CCC1(C#N)c1ccccc1 (configuration not stated)	12	-1	2	8	6	-7	-4	-4
C=C(C)CNC(=S)N/N=C(\C)c1ccc(Cl)s1	5	-13	-14	19	18	19	18	-6
CCSc1nn2c(=O)c3ccccc3nc2s1	6	-54	-1	-10	-1	0	0	-1
CCS(=O)(=O)N1CCN(c2ccc([N+](=O)[O-])c(N3CCOCC3)c2)CC1	-39	23	-3	9	0	8	3	-1
O=C(NCCc1ccc(Cl)cc1)c1cc(-c2ccccn2)nc2ccccc12	4	-5	5	4	4	-5	-27	6
COc1ccc(/C=C/C(=O)Nc2cc(C)nn2-c2nc3ccccc3n2Cc2cccc([N+](=O)[O-])c2)cc1	-8	0	6	4	20	16	-8	-1
CC1Sc2ccc(C(=O)NCc3ccccc3Cl)cc2NC1=O (configuration not stated)	10	-22	6	4	1	16	-8	-1
CC(C)C(NC(=O)OCc1ccccc1)C(=O)NCC(=O)OC(C)(C)C (configuration not stated)	6	1	0	6	6	-20	1	-2
COc1ccc(C)cc1S(=O)(=O)n1nc(C)cc1C	4	5	4	-37	-4	3	-6	0
COC(=O)CSc1nnc(CNS(=O)(=O)c2ccc(C)cc2)n1C	1	4	0	-13	-11	14	10	-3

Some of these compounds in order of count of non-hydrogen atoms, rising:
compound	UBC13 polyUb	Gli-Sufu antag	ATG4B inh	APJ antag	EBI2 antag	CCR6 antagonist	CXCR6 inh	APJ agonist
COc1ccc(C)cc1S(=O)(=O)n1nc(C)cc1C	4	5	4	-37	-4	3	-6	0
O=C(c1ccccc1)N1CCC(O)(c2cccnc2)CC1	8	23	3	0	-1	-7	-9	-2
COc1ccccc1N1C(=O)CCC1(C#N)c1ccccc1 (configuration not stated)	12	-1	2	8	6	-7	-4	-4
Cc1ccc(NC(=O)CCC(=O)NNC(=O)/C=C/C(=O)O)c(C)c1	9	-5	0	-8	-4	-10	3	2
CCOc1ccc(S(=O)(=O)N2CCC(C(=O)NC3CC3)CC2)cc1C	3	-8	-3	-9	0	8	2	1
CC(C)C(NC(=O)OCc1ccccc1)C(=O)NCC(=O)OC(C)(C)C (configuration not stated)	6	1	0	6	6	-20	1	-2
O=C(CSc1nnc(CSc2nc3ccccc3s2)o1)NC1CCCCC1	7	8	0	9	2	4	13	-5
CC(C)OCCCN1CN(S(=O)(=O)c2cccs2)c2nc3ccccc3nc21	-4	-13	-8	-8	.	10	.	-1
COCCOC(=O)c1c(C)oc2ccc(OCc3cc(C(=O)OC)oc3C)cc12	8	-10	-14	9	10	3	10	-1
COc1cccc(C(=O)CN2C(=O)C(C)(C)Oc3ccc(C(=O)N4CCCCCC4)cc32)c1	-2	0	-8	-1	-4	5	0	-3
CCN(C(=O)CN1C(=O)COc2ccc(S(=O)(=O)N3CCOCC3)cc21)c1ccc(OC)cc1	-2	52	-1	1	-3	26	-8	1

(list continues)
compound	UBC13 polyUb	Gli-Sufu antag	ATG4B inh	APJ antag	EBI2 antag	CCR6 antagonist	CXCR6 inh	APJ agonist
NC(=O)c1ccc[n+](CC(=O)c2ccc(Cl)c(Cl)c2)c1	3	1	2	6	-7	2	4	0
CCN1CCc2c(sc(N)c2C(N)=O)C1	-4	-1	3	-7	-18	-12	5	-3
Cc1cc(OCC(O)CN(C)C(=O)C(C)Oc2ccccc2)ccc1Cl (configuration not stated)	-5	3	-11	2	13	10	-5	0
COC(=O)C1=C(C)N(c2ccc(C)c(C)c2)/C(=C/c2cccs2)C1=O	-8	9	1	22	-45	11	11	-4
CC(=O)Nc1cc(NC(C)=O)cc(C(=O)OCC(=O)c2ccc3c(c2)OCO3)c1	1	-28	0	-81	-6	12	-5	3
O=c1cc(Cn2ccnc2)c2cc3c(cc2o1)CCC3	1	9	2	7	-4	4	-7	-1
Cc1nn2c(NCCCn3ccnc3)cc(C(C)C)nc2c1-c1ccccc1	16	-14	-9	-4	13	12	8	-5
O=C(O)CCCCCCCCc1cn(CC2CCCCC2)nn1	-8	6	2	9	-22	8	6	-2
CCOC(=O)C1=C(C)N(c2ccc(OC)cc2)C(=O)/C1=C\c1cccs1	-2	-5	-2	15	-15	23	11	-3
CN1CCN(C(c2cccc(Cl)c2)c2ccccc2Cl)CC1 (configuration not stated)	1	18	3	15	-3	6	5	-1

(further entries)
Codes – A = UBC13 polyUb; B = Gli-Sufu antag; C = ATG4B inh; D = APJ antag; E = EBI2 antag; F = CCR6 antagonist; G = CXCR6 inh; H = APJ agonist
> Cc1ccc2c(c1)N(CCCC(=O)NCCC1=CCCCC1)C(=O)CO2
  A: 9 | B: 3 | C: 10 | D: 1 | E: 17 | F: 7 | G: 7 | H: -6
> Cc1nc(N2CCN(c3ccccn3)CC2)c2c(C)c(C(=O)Nc3ccc(F)c(Cl)c3)sc2n1
  A: ? | B: -10 | C: 1 | D: -14 | E: 19 | F: 21 | G: 1 | H: 2
> O=C(O)CNC(=S)N(Cc1ccccc1Cl)C1CCCC1
  A: -5 | B: -3 | C: 3 | D: -24 | E: -11 | F: -9 | G: -3 | H: 0
> CCCOc1ccc(/C=N/NC(=O)C2CCCN2S(=O)(=O)c2ccc(Cl)cc2)cc1 (configuration not stated)
  A: 11 | B: 6 | C: -7 | D: 1 | E: -7 | F: -6 | G: -3 | H: 2
> COc1ccc(NC(=O)Cc2nnc(N)s2)cc1
  A: -2 | B: 0 | C: -6 | D: -8 | E: 1 | F: -10 | G: 1 | H: -2
> Nc1ccc(-c2cc(-c3cccc(N)c3)nc(-c3ccccc3)n2)cc1
  A: -9 | B: -14 | C: -13 | D: -13 | E: -21 | F: -2 | G: -5 | H: -1
> O=C(CCS(=O)(=O)c1ccccc1)Nc1ccc(S(=O)(=O)Nc2ncccn2)cc1
  A: 3 | B: 16 | C: -7 | D: 17 | E: -7 | F: 11 | G: 6 | H: -1
> O=C(COC(=O)CCSc1ccccc1)NCc1ccc(F)cc1
  A: -19 | B: 0 | C: 1 | D: -24 | E: 2 | F: 8 | G: 0 | H: -1
> COc1ccc(OC)c(CN2CCN(CCCc3ccccc3)C(CCO)C2)c1 (configuration not stated)
  A: 2 | B: 22 | C: -3 | D: 2 | E: 1 | F: 28 | G: 11 | H: -5
> c1ccc(-c2ccc(OCCCn3cncn3)cc2)cc1
  A: 9 | B: -26 | C: -8 | D: -14 | E: -7 | F: 13 | G: -11 | H: 6
> COc1cccc(CNC(=O)CCS(=O)(=O)c2ccc3c(c2)NC(=O)CO3)c1
  A: -6 | B: -12 | C: -4 | D: -35 | E: -10 | F: -13 | G: -2 | H: 0
> Cc1cccc(-c2nc3cc(NC(=O)C4CCCO4)ccc3o2)c1 (configuration not stated)
  A: . | B: -105 | C: 3 | D: . | E: 7 | F: -6 | G: -12 | H: .
> CCOC(=O)CC1C(=O)NCCN1C(=O)c1cccc(C(F)(F)F)c1 (configuration not stated)
  A: -1 | B: 1 | C: 5 | D: 30 | E: -13 | F: 4 | G: -23 | H: -3
> Cc1cc(CNC(=O)c2ccc3nc(Cc4ccccc4F)oc3c2)nn1C
  A: -4 | B: -29 | C: -4 | D: -24 | E: 3 | F: -2 | G: 5 | H: -1
